TPT1 inhibitor: C. albicans TPT1 enzyme inhibition; recombinant caTPT1, FP RNA substrate dephosphorylation; inhibition, % at 5 µM; hit rate 0.81% among 300,000;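 active = inhibition above the mean of all tested compounds plus 3 SD, set per screening campaign, cut at about 24% in these data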;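 note: plate controls were DMSO alone for no effect and ferristatin control at 100 nM for full effect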
proCasp3 act: activates human procaspase-3; P42574; recombinant procaspase-3 D3A, Ac-DEVD-pNA absorbance 405 nm; activation, % at 8.5 µM; hit rate 0.11% among 330,000; AID 463141;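 active = activation above the mean of all tested compounds plus 3 SD, cut at about 21% in these data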;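 note: 0% = DMSO alone and 100% = DMSO wells spiked with extra 5 µM PC-3 D3A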
Target sequence (P42574 whole entry D9A/D28A/D175A): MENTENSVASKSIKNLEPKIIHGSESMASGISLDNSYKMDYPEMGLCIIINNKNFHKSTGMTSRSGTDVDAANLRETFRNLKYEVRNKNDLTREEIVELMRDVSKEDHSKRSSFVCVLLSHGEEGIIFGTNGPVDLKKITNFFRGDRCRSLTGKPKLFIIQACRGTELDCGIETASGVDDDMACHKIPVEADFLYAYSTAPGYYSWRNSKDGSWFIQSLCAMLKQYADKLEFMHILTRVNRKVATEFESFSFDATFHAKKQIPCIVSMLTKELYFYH
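Evaluation: percent activation relative to control range; Material: Procaspase-3 D3A mutant, all three cleavage aspartates alanine; Compound: single dose, 8.5 µM nominal compound, 0.8% DMSO; Replication: one well per compound; Signal: absorbance at 405 nm, 0 and 120 min; Schedule: 1 h preincubation plus 2 h reaction at 25 °C.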
PP1 counter: PP1-alpha (human) inhibition in PP5 counter-screen; P62136; purified PP1alpha, OMFP fluorescence; inhibition, % at 6.7 µM; hit rate 0.9% among 320,000;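 active = inhibition above the mean inhibition of all tested compounds plus 3 SD, computed separately for each screening campaign, cut at about 15% in these data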
proCasp7 act: counter-screen for procaspase-3 activators: activators of human procaspase-7; recombinant procaspase-7, Ac-DEVD-pNA absorbance 405 nm; D23A/D198A/D206A triple mutant, cannot self-cleave; scale: DMSO 0, 5 µM enzyme 100; activation, % at 8.5 µM; hit rate 0.093% among 330,000;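 active = percent activation above the screen-wide mean plus 3 SD, cut at about 25% in these data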
Target sequence (P55210 whole entry D23A/D198A/D206A): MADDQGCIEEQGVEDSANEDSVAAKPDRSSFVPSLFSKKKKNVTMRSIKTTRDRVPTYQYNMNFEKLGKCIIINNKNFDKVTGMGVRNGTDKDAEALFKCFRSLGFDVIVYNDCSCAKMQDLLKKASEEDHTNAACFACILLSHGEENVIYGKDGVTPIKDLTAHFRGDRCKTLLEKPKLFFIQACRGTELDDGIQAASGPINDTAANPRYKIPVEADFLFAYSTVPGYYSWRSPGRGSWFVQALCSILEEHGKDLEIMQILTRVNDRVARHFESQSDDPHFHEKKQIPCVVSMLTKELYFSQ
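buffer or medium = Zinc-free HEPES/NaCl buffer, pH 7.4 | material = Procaspase-7 triple mutant (PC-7 D3A) | input = 2 µM procaspase-7 mutant as dispensed | signal = Epi-absorbance of released pNA at 405 nm, two timepoints | timing = 1 h preincubation, 2 h reaction | replicates = singlicate compound testing | evaluation = % activation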
CTSL1 counter: counter-screen for PFM18AAP inhibitors: inhibitors of F. hepatica cathepsin L1. recombinant F. hepatica cathepsin L1, Z-Leu-Arg-MCA fluorescence. inhibition, % at 5.96 µM. hit rate 0.49% among 300,000;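 active = inhibition above the mean of all tested compounds plus 3 SD, set per screening campaign, cut at about 17% in these data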;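 note: 0% = plate median of test compound wells and 100% = 1 µM Z-Phe-Ala-diazomethylketone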
JMJD2C inh: blocks human GASC-1 demethylase activity | inhibition, % at 2.35 µM | GST-JMJD2C(1-420) H3K9me3 demethylation, DELFIA europium | AID 2099 | hit rate 0.069% among 330,000;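 active = more than half of a compound's replicate wells show inhibition beyond 50%, single wells judged on their own value; inconclusive = some, but no more than half, of replicates pass 50% inhibition; inactive = no replicate passes 50% inhibition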;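 note: signal counts dimethyl H3K9 product captured on neutravidin plate; 0% = median of DMSO wells and 100% = 0.3 times that DMSO median; strong numbers were not always called active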
Target sequence (Q9H3R0 1-420 limits assumed): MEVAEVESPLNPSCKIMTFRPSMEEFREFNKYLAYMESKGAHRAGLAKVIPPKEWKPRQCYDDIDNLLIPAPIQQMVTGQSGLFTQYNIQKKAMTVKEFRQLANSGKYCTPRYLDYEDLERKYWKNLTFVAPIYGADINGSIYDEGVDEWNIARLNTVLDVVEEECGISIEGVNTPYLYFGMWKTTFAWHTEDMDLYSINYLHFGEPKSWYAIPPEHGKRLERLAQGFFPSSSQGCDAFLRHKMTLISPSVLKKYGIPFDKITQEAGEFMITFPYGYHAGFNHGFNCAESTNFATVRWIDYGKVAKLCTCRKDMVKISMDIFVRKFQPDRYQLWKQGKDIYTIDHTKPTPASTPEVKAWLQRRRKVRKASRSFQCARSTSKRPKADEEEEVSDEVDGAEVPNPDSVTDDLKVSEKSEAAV
PP5 primary: inhibitors of human protein phosphatase 5 (PP5) | P53041 | purified PP5c, OMFP substrate fluorescence | inhibition, % at 6.7 µM | hit rate 0.18% among 320,000 | AID 1987;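 active = inhibition above the campaign's mean inhibition across all tested compounds plus 3 SD, cut at about 9.5% in these data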;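 note: 0% = DMSO only and 100% = 100 µM cantharidin control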
Efflux pump inh: antifungal efflux pump inhibition, Nile Red retention. S. cerevisiae Candida pump triplex. hit rate 0.44% among 330,000. AID 485275. inhibition, % at 10 µM;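 active = plate passing quality check with inhibition over a set limit, or well fluorescence over plate mean plus 4 SD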;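 note: Nile Red retained in pooled yeast measured as flow cytometry median fluorescence; 0% = buffer negative control and 100% = Enniatin B positive control; higher means more Nile Red kept so more efflux inhibition; some compounds called inactive have numbers as strong as hits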
HCV core dimer: HCV core protein dimerization inhibition. TR-FRET GST/Flag-core106 dimerization, 1536-well. inhibition, % at 5 µM. hit rate 0.33% among 300,000;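 active = inhibition above the mean of all tested compounds plus 3 SD, set per screening campaign, cut at about 45% in these data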
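System – GST-tagged and Flag-tagged HCV core protein residues 1-106 · Repeats – one well for each compound · Technique – TR-FRET 671 and 617 nm emission · Doses – one concentration, 5 µM, in 0.5% DMSO · Times – 4 h, 22.5 °C incubation · Also added – Eu donor and XL665 acceptor anti-tag antibodies · Measure – percent inhibition of core106 dimerization signal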
* marks the source's active call; other numbers are inactive results; ? = inconclusive; . = not tested or not shown; & = joins results of further samples. Rows were taken by chance; about 2.9% have a hit in one of these screens.

SMILES	TPT1 inhibitor	proCasp3 act	PP1 counter	proCasp7 act	CTSL1 counter	JMJD2C inh	PP5 primary	Efflux pump inh	HCV core dimer
CC(=O)c1cccc(NC(=S)NC(=O)c2ccccc2Cl)c1	-3	16	2	0	0	3	4.4	0.0	6
CCN(C(=O)CSc1cc(C)c2ccc(OC)cc2n1)C1CCS(=O)(=O)C1 (configuration not stated)	1	2	-2	10	-3	-1	0.2	0.1	1
O=C(CSC1CC(=O)N(c2ccc(C(=O)O)cc2)C1=O)Nc1ccc2ccccc2c1 (configuration not stated)	2	0	1	-5	-4	12	2.6	0.1	-2
Cc1ccc(NC(=O)[C@H](C)NC(=O)C2CCN(C(=O)[C@@H](NC(=O)OC(C)(C)C)C(C)C)CC2)cc1	-2	6	0	4	5	-22	-0.6	0.3	-1
CC(=O)N(C)C1(c2nnnn2CCOC(=O)Nc2ccc(Cl)cc2)CCCCC1	-6	0	-2	2	1	-2&-5	-0.2	0.0	-5
Cn1c(=O)[nH]c(=O)c2c1nc(NCCO)n2CCOc1ccccc1	-1	5	-1	0	2	-12	-1.7	-0.1	-9
CC(C)(C)C(=O)N/C(N)=N/c1nc2ccccc2o1	2	-12	-3	-2	-3	-5	0.1	-0.1	-2
COCCNC(=O)/C(C#N)=C/C=C/c1ccccc1[N+](=O)[O-]	3	1	0	-2	3	3	-0.3	0.2	-10
O=C(Nc1ccc(Oc2ccc3c(c2)C(=O)N(c2ccc(O)cc2)C3=O)cc1)c1cccs1	0	0	22*	1	7	8	-2.5	-0.2	10
O=C(CCc1ccccc1)NNC(=O)Nc1ccc(Cl)cc1	-1	3	-3	12	-6	-2	0.5	0.0	7
O=C(COc1ccccc1[N+](=O)[O-])Nc1ccc(CN2CCOCC2)cc1	-1	2	3	8	1	54	2.7	-0.1	16
Cc1cc(C(=O)CCl)c(C)n1CCc1ccccc1	-3	-5	-4	-6	17*	9	-1.1	0.0	14
CCOC(=O)C(=NCCCN(C)C)NNc1cc(C(F)(F)F)ccc1Cl	-4	3	0	5	-1	-13	-0.3	-0.2	-5
O=C(Nc1ccccc1)Nc1ccc(Br)c(Cl)c1	-2	2	3	2	0	-2	5.1	-0.2	6
COc1ccc(N2CC(C(=O)NCCc3c[nH]c4ccccc34)CC2=O)cc1 (configuration not stated)	0	-2	4	-7	6	-5	2.0	-0.1	0

Overlap with the part before: 2 entries, then new ones.
SMILES	TPT1 inhibitor	proCasp3 act	PP1 counter	proCasp7 act	CTSL1 counter	JMJD2C inh	PP5 primary	Efflux pump inh	HCV core dimer
O=C(Nc1ccccc1)Nc1ccc(Br)c(Cl)c1	-2	2	3	2	0	-2	5.1	-0.2	6
COc1ccc(N2CC(C(=O)NCCc3c[nH]c4ccccc34)CC2=O)cc1 (configuration not stated)	0	-2	4	-7	6	-5	2.0	-0.1	0
Cc1ccc(C(=O)NCCCNC(=O)COc2ccc(Cl)c(C)c2)cn1	-2	11	1	3	1	8	-0.6	0.0	-3
Cn1cc([N+](=O)[O-])c(C(=O)NNC(=O)c2ccc([N+](=O)[O-])cc2Cl)n1	-2	9	-1	9	3	6	-1.1	-0.1	4
CN1C(=O)N(C)C2(c3ccccc3)Nn3c(s/c(=C/c4ccco4)c3=O)=NC12c1ccccc1 (configuration not stated)	0	0	0	-8	3	-1	-0.4	0.2	7
Cc1ccc(-c2nnc(SCC(=O)Nc3cccc(C(=O)N4CCOCC4)c3)n2C)cc1	0	4	-1	-6	1	0	-4.4	-0.1	-10
CCCCn1c(SCC(=O)NCCOC)nc2ccc(N3CCOCC3)cc2c1=O	-5	-4	1	11	-2	-7	-1.9	-0.2	-4
Cc1cc(O)c(/C=N/Nc2ccccc2Cl)c(=O)o1	1	-1	-1	-2	0	-18	-2.5	-0.1	-10
CC(=O)N1CCc2cc(Br)cc(S(=O)(=O)N3CCc4ccccc43)c21	4	0	-7	-9	-2	3	4.2	0.4	7
O=C1N(Cc2ccc(F)cc2)CCN1c1ccc(F)cc1	0	2	1	11	9	22	-3.7	-0.1	3
Cc1cc(SCC(=O)Nc2cccnc2Cl)nc2ccccc12	0	-9	-10	9	0	4	4.0	0.1	4
c1ccc2c(-c3nc4ncccc4o3)cccc2c1	-1	3	-4	0	3	4	2.9	0.0	4
NS(=O)(=O)c1cc(C(=O)OCC(=O)Nc2ccc3c(c2)OCO3)ccc1Cl	.	3	.	16	.	-4	.	0.2	.
CSc1nc(-c2ccc(Cl)cc2)nn1C(=O)c1ccccc1	3	-5	2	0	-8	-7	1.7	0.1	-8
Cc1cc(NC(=O)CCC(=O)N(CC(=O)NC2CCCC2)Cc2ccco2)no1	0	5	3	0	-2	14	5.0	0.0	3
Cc1ccccc1-n1c(Cc2cccs2)n[nH]c1=S	1	3	1	-12	-2	3	-1.7	-0.1	0
O=C(O)C(Cc1ccccc1)N1C(=O)/C(=C/c2ccccc2)SC1=S (configuration not stated)	-2	-8	1	-5	6	-2	-2.3	-0.4	9
O=C(COc1ccc(S(=O)(=O)N2CCCCC2)cc1)N1CCCCCC1	1	3	1	-1	-6	?	4.2	0.1	-2
N#Cc1cccc(NC(=O)CNc2cccc(S(=O)(=O)N3CCCC3)c2)c1	-1	0	21*	3	1	-7	0.8	-0.1	-8
COc1cc(NC(=S)Nc2ccc3c(c2)OCCO3)cc(OC)c1OC	4	-10	-9	-15	0	-3	2.2	0.2	4
Cc1[nH]c2ccccc2c1C(=O)C(=O)N1c2ccccc2CC1C (configuration not stated)	-6	5	3	7	6	7	2.7	-0.2	-1
CCOC(=O)SC1=N/C(=C\c2ccc(N(C)C)cc2)C(=O)S1	82*	-16	4	-25	-3	?	3.2	0.1	-16
Cc1cc(S(=O)(=O)NC[C@H]2O[C@@H](n3cnc4c(N)ncnc43)[C@H](O)[C@@H]2O)c(C)s1	.	3	.	4	.	11	.	0.4	.
COc1ccc(-c2nnc(SCc3nnc(-c4cccs4)o3)n2CC2CCCO2)cc1 (configuration not stated)	3	-2	-1	0	0	4	-2.9	-0.3	1
COc1cccc2[nH]c3c(Cl)ncnc3c12	1	1	-4	5	2	-3	0.5	0.0	-4
O=C(N/N=C/c1cccnc1)c1cc(O)c(O)c(O)c1	-2	-28	-3	-27	-1	7	1.1	0.0	-6
O=C(COC(=O)CCc1nc2ccccc2c(=O)[nH]1)Nc1ccc(OC(F)(F)F)cc1	.	5	-3	2	.	15	0.7	0.0	.
CCOc1ccc(NC(=O)CN2C(=O)CSC2=O)cc1	-2	1	-6	2	1	18	-0.6	0.2	0
Cc1ccc2c(CN3CCCc4ccccc43)cc(=O)oc2c1C	16	0	2	-13	2	-18	2.1	0.2	22
Brc1ccc2ncnc(NCc3ccccc3)c2c1	3	2	-2	12	0	-12	3.3	-0.1	27
Cc1ccc(NC(=O)C(Cc2ccccc2)N2C(=O)C3C4CCC(C4)C3C2=O)cc1Cl (configuration not stated)	6	-3	7	10	-2	15	2.5	0.2	16
O=C(Cc1nn[nH]n1)c1ccccc1O	0	-2	-2	1	4	0	-3.3	-0.3	-5
CCn1c(CSc2nnc(-c3cccnc3)n2-c2ccccc2C)nc2cc(C(=O)O)ccc21	-13	-1	1	10	2	.	-0.2	0.3	2
Cn1nc(C(=O)Nc2sc3c(c2C#N)CCCC3)ccc1=O	-2	2	-2	-7	4	10	-1.8	0.0	-3
CC(C)(C)NC(=S)N/N=C\c1ccc(-c2ccc([N+](=O)[O-])cc2)o1	92*	-5	-2	3	3	11	-0.2	0.2	8
COC(=O)c1ccc(NC(=O)COC(=O)CSc2nc(C)cc(C)n2)cc1	3	9	0	0	-3	-6	2.6	0.0	7
Clc1cccc(CN2CCN(Cc3nc(CCc4ccccc4)no3)CC2)c1	-1	-1	-4	6	-7	-48	-1.3	0.0	3
Cc1c(NC(=O)c2cc(-c3cccs3)on2)c(=O)n(-c2ccccc2)n1C	2	5	-10	-10	6	3	-1.6	-0.5	6
CCOc1ccc(CCNC(=O)COC(=O)c2cccnc2OCC)cc1OCC	-2	9	0	1	-1	-10	-1.7	0.1	-2
COc1nc(-c2ccccc2Cl)ccc1C#N	-7	3	3	-6	4	0	2.2	0.1	1
COc1ccccc1NC(=O)NCc1ccco1	0	5	-5	-2	-2	0	-0.8	0.0	-3
COc1ccc(C(=O)NN/C(C)=C/C(=O)c2ccccc2)cc1	-1	-2	-2	-7	-4	19	0.9	0.8	-5
C(=N\Nc1nc(N2CCCCC2)nc(N2CCCCC2)n1)/c1c[nH]c2ccccc12	4	5	1	5	3	-5	4.2	0.6	11
CCCCC(=O)Nc1ccc(C(=O)N(CC)c2ccccc2C)cc1	-6	2	1	11	0	6	3.0	-0.1	1
COc1ccc([C@H]2[C@@H]3C=CCC[C@@]3(C)C(=O)N2Cc2ccccc2)cc1Cl	0	3	2	-10	0	0	4.6	0.0	2
Cc1ccc(OC(=O)N2CCOCC2)cc1	3	-3	-1	1	0	-24	-4.4	0.1	0
COC(=O)C1=CN(c2cc(C)cc(C)c2)C=C(C(=O)OC)C1c1cccc(F)c1	-1	6	0	10	0	-3	1.9	0.3	1
O=C(NCCN1CCOCC1)/C(=C\c1ccccc1Cl)NC(=O)c1ccccc1	-2	-1	0	0	19*	23	1.4	0.1	-3
O=C(Nc1cccc(NC(=O)c2cccc([N+](=O)[O-])c2)n1)c1cccc([N+](=O)[O-])c1	-3	-5	2	5	-2	4	3.0	0.1	1
COCCCn1cnc2oc3nc4ccccc4nc3c2c1=O	8	-12	-1	-23	3	2	-0.3	0.1	-1
CCCCCCSc1ccc([C@H]2N[C@@](C)(C(=O)OC)[C@H]3C(=O)N(C)C(=O)[C@@H]23)cc1	2	5	5	-8	5	54	7.0	.	1
COc1ccc(NC(C)=O)cc1S(=O)(=O)N1CCn2cccc2C1C (configuration not stated)	.	-4	-3	-1	.	5	-2.5	-0.2	.
CC(C)c1ccc(NC(=S)NN2C(C)CCCC2C)cc1 (configuration not stated)	-2	8	0	-4	-3	0	2.4	-0.1	12
O=C(COC(=O)c1cc[n+]([O-])cc1)Nc1ccc2c(c1)OCCO2	1	7	0	0	-9	0	-0.9	-0.2	3
O=C(O)c1ccc(S(=O)(=O)NCc2cccnc2)cc1	-6	11	-2	1	0	-17	1.0	-0.3	-7
COc1ccc(C(=O)NCCOc2cccc(OC)c2)cc1	0	9	-1	12	-4	5	1.7	0.0	1
Cc1ccccc1OCC(=O)NCCC1=CCCCC1	0	4	2	-12	2	-4	3.5	-0.6	2
N/C(=N\OC(=O)COc1ccc(Cl)cc1Cl)c1ccccn1	-5	-3	-1	2	-8	3	1.3	-0.4	-9
COc1cccc(/C=C2\N=C(SC)SC2=O)c1OC	1	-11	-1	-3	2	-23	-0.6	-0.1	-3

High-throughput results deposited in PubChem BioAssay by several laboratories.
